# Compound activity as filed in PubChem BioAssay.
# MC4R ag barr: MC4R agonists recruiting beta-arrestin, primary screen, cell-based, luminescence, agonist arm of biased-ligand search | Melanocortin receptor 4 (Homo sapiens), P32245 | U2OS MC4R beta-arrestin complementation; percent of melanotan II response, DMSO zero | activation, % at 8.9 µM | 0.98% of 360,000 active | AID 540308, 2011;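 active = activation above a per-plate cutoff, the mean activation of sample wells on that plate plus 3 SD, cut at about 8% in these data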
# H9c2 protect: cardioprotection against H2O2-induced cell death, primary screen, uHTS, H9c2 cells, ATPLite luminescence | protection from H2O2 cell death, % at 20 µM | H9c2 cardiomyocytes, H2O2 injury protection, 2 h | AID 588492, 2011 | 0.63% of 360,000 active;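 active = compounds giving at least 50% protection of heart cells from peroxide-induced death in the single-dose screen, raw or plate-pattern-corrected value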;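 also: 0% = DMSO wells with peroxide and 100% = DMSO wells without peroxide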
# MC4R antag cAMP: MC4R antagonists of cAMP signaling, primary screen, cell-based, TR-FRET, antagonist arm of biased-ligand search; MC4R-expressing cells, MTII-stimulated cAMP, LANCE TR-FRET; 0.48% of 360,000 active; inhibition, % at 6.5 µM; Melanocortin receptor 4 (Homo sapiens), P32245;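 active = inhibition above its plate's cutoff, the mean of tested wells on that plate plus 3 SD, cut at about 29% in these data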;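 also: 0% = Melanotan II alone and 100% = Melanotan II plus saturating MCL0020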
#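 System – human MC4R-expressing U2OS cells · Also added – Melanotan II · Dosing – one concentration, 6.5 µM nominal · Timing – 30-min compound, 1-h challenge, 1-h detection, room temperature · Measured by – Eu-cAMP/anti-cAMP TR-FRET, emission 671 nm · Replicates – singlicate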
# N-glyco inh: increase of ERlucT glycosylation luciferase signal, primary screen, N-linked glycosylation inhibitor project, D54 ERlucT cells, luminescence, set 2; D54 ERlucT glycosylation luciferase reporter, 24 h; percent of 100 nM tunicamycin response; reporter increase, % at 12.5 µM; 0.23% of 360,000 active; AID 588692, 2011;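 active = mean luciferase reporter signal, scaled so untreated is 0 and the glycosylation-blocking control 100, at or above a set limit in every replicate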;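 also: luciferase carries N-glycosylation sites so blocking glycosylation raises the light; 0% = median of neutral control wells and 100% = median of 100 nM tunicamycin wells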
# CaV13 FRET inh: Primary screen for inhibitors of IQ motif and Ca2+-dependent inactivation inhibitor domain binding in CACNA1D, Förster resonance energy transfer in living cells, …. HEK cells, CFP/YFP FRET ICDI-IQ, plate reader, 10 min; percent FRET-ratio fall versus neutral wells. inhibition, % at 12.3 µM. 0.098% of 340,000 active. AID 743397;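 active = mean replicate inhibition of at least 30% and at least 1% of replicates passing that level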;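 also: 0% = median of the neutral control wells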
# Exocytosis inh: LAMP-1 surface exposure blockers, TALL-104 cells – cell-based, flow cytometry, MLPCN library, primary screen; TALL-104 LAMP-1 surface exposure; cells stimulated with thapsigargin and PMA; inhibition, % at 10 µM; 0.66% of 360,000 active; AID 651702, 2012;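 active = inhibition above about 55%, limit read from the data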
# PDI inh: inhibitors of human PDI, primary screen, biochemical, turbidity, single point, plate reader; Protein disulfide-isomerase (Homo sapiens), P07237; PDI insulin aggregation turbidity, A650, 90 min; inhibition, % at 10 µM; 0.052% of 350,000 active; AID 588391, 2011;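 active = mean inhibition across replicates of 30% or more, whatever share of single replicates reach that level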;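 also: absorbance from insulin aggregation driven by PDI reduction with DTT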
# Target sequence (P07237 whole entry, looked up): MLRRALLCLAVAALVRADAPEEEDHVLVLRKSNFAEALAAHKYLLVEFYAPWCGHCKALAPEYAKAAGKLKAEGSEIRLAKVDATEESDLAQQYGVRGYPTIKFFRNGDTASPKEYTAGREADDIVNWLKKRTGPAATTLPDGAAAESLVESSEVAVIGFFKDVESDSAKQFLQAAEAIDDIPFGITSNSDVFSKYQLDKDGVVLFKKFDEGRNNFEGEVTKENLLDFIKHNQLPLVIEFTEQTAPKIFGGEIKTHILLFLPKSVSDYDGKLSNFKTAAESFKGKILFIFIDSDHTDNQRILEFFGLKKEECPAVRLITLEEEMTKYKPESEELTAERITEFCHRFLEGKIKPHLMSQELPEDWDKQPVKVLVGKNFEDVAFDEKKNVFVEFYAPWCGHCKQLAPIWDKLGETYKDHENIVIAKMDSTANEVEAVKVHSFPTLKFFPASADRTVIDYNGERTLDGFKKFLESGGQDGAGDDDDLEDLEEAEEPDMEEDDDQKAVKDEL
# HTR2A ag: mouse Htr2a agonists via beta-arrestin recruitment, primary screen, cell-based, luminescence; 5-hydroxytryptamine receptor 2A (Mus musculus), P35363; CHO-K1 mHTR2A beta-arrestin complementation; percent of 30 µM serotonin response; activation, % at 7.6 µM; 0.66% of 360,000 active;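 active = activation above a run cutoff, the mean activation of all tested compounds plus 3 SD, cut at about 14% in these data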;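 also: 0% = plate median of compound wells and 100% = 30 µM serotonin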
# Target sequence (P35363 whole entry, looked up): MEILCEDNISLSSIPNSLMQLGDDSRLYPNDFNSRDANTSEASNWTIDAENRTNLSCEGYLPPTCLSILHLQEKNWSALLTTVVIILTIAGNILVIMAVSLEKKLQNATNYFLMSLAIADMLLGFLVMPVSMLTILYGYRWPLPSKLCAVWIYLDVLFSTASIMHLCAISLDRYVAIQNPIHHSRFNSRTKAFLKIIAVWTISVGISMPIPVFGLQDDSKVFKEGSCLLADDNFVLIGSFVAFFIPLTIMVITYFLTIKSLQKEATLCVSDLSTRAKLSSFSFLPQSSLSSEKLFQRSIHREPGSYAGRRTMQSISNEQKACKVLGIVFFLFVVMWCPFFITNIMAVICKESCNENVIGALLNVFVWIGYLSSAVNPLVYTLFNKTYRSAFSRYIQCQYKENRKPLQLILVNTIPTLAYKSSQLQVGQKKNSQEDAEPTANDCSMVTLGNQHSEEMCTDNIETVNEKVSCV
# ABCB6 inh 2: ABCB6 transporter inhibitors, primary screen, K562-ABCB6 cells, flow cytometry, MLPCN library. ATP-binding cassette sub-family B member 6 (Homo sapiens), Q9NP58. K562-ABCB6 porphyrin accumulation, 1 h; active compounds read low. fluorescence ratio to DMSO, % at 10 µM. 0.19% of 360,000 active. AID 602162, 2011;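 active = fluorescence ratio to DMSO below 75%, the collection mean minus 3 SD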;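 also: signal is porphyrin accumulated inside mitochondria; 100% equals median channel fluorescence of DMSO control wells; lower ratio means ABCB6 inhibition with less porphyrin fluorescence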
# ABHD5-PLIN5 inh: ABHD5-PLIN5 interaction inhibitors, primary screen, cell lysate, split luciferase complementation, luminescence | Split G. princeps luciferase complementation, 4 h | inhibition, % at 4 µM | 0.78% of 360,000 active | AID 602281, 2012;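 active = inhibition above the mean inhibition across every tested compound plus 3 SD, cut at about 22% in these data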;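 also: 0% = DMSO only wells and the 100% control is not disclosed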
# The depositor's hits bear a star; / = not tested or not shown.
SMILES,MC4R ag barr,H9c2 protect,MC4R antag cAMP,N-glyco inh,CaV13 FRET inh,Exocytosis inh,PDI inh,HTR2A ag,ABCB6 inh 2,ABHD5-PLIN5 inh
COc1ccc(OCC(=O)N/N=C(/C)Cc2ccccc2)cc1,-3.1,8,10,0,-5,11,13,-1,103,-2
CCCCN1CN=C(Nc2nc3ccccc3o2)NC1,0.1,15,14,3,-8,-2,-7,-1,100,-2
O=C(NCc1ccc2c(c1)OCO2)c1ccc2c(c1)OCO2,-1.1,11,7,-1,-4,-2,-7,2,99,-2
CCn1c(COc2ccc(Cl)cc2)nnc1SCc1ccc(C#N)cc1,-1.1,-13,0,-6,-6,-2,8,-4,94,-3
O=S1(=O)CC(N2CCC(c3ccccc3)CC2)CN1Cc1ccccc1 (stereo unspecified),/,0,/,-1,-10,-4,/,-2,100,1
CC(=O)Nc1ccc(NC(=O)CN(c2ccc([N+](=O)[O-])cc2)S(=O)(=O)c2ccccc2)cc1,-4.9,14,9,-1,1,-8,1,-17,92,-3
CCC(C(=O)NC1CCCC1)N(Cc1cccs1)C(=O)Cn1nnc(-c2ccc(OC)c(OC)c2)n1 (stereo unspecified),-1.0,27,12,-1,-7,-1,0,-3,96,6
O=C(Nc1nc(-c2ccccn2)cs1)c1cccc(-n2cnnn2)c1,3.1,68*,0,-11,9,2,1,2,105,16
CC(=O)/C(=N/Nc1ccccc1)Sc1nnc(CCc2ccccc2)n1-c1ccccc1,-0.1,-1,8,-4,-10,-2,-4,0,101,-3
CC(/C=C/c1ccc(N(C)C)cc1)=N\N=C1\NC(=O)CC(C(=O)Nc2ccccc2)S1 (stereo unspecified),2.4,0,12,-3,-8,0,-6,-2,111,3
CC(=O)C1=C(C)NC(=O)NC1c1ccc2c(c1)OCO2 (stereo unspecified),0.7,1,4,1,-5,-7,7,-4,97,-6
O=c1nc(NC2CCCC2)ccn1Cc1cccc(Br)c1,2.8,-3,4,-1,/,-3,13,6,96,7
COc1cc(OC)cc(C(=O)Nc2ccc3c(c2)CCCN3C(=O)c2cccs2)c1,0.4,-16,1,-10,-14,4,-3,0,98,13
O=C(N/N=C/c1ccc(Br)o1)/C(=C/c1ccc([N+](=O)[O-])cc1)NC(=O)c1ccccc1,-3.4,1,4,6,-8,5,1,-4,101,-5
Cc1cc(O)ccc1N=Cc1c(C(F)(F)F)[nH][nH]c1=O,-1.6,-10,8,2,-4,-3,12,-5,105,-15
COc1ccccc1C1C=C(c2ccc(Cl)cc2)Nc2nc(N3C(=O)CCC3=O)nn21 (stereo unspecified),0.4,5,13,3,-12,18,0,2,102,1
CC(C)(C)NS(=O)(=O)c1ccc(N2C(=O)c3ccccc3C2=O)cc1,-2.3,-2,3,0,-6,16,-3,-5,99,1
CC1=NN(C(=O)CCc2ccccc2O)C(O)(C(F)(F)F)C1 (stereo unspecified),-0.9,-1,25,0,-20,8,4,1,95,0
Cc1ccc(C)c(Nc2c([N+](=O)[O-])cc(C(=O)N3CC(=O)Nc4ccccc43)cc2[N+](=O)[O-])c1,-1.5,19,10,0,-4,-5,7,1,110,2
CCc1ccc(-c2cc(C(F)(F)F)n3nc(C(=O)Nc4c(C)nn(Cc5ccccc5Cl)c4C)cc3n2)s1,-2.2,-3,3,-6,-12,3,-9,-3,97,0

# Sorted by SMILES length (largest number first): some entries from above
SMILES,MC4R ag barr,H9c2 protect,MC4R antag cAMP,N-glyco inh,CaV13 FRET inh,Exocytosis inh,PDI inh,HTR2A ag,ABCB6 inh 2,ABHD5-PLIN5 inh
CCC(C(=O)NC1CCCC1)N(Cc1cccs1)C(=O)Cn1nnc(-c2ccc(OC)c(OC)c2)n1 (stereo unspecified),-1.0,27,12,-1,-7,-1,0,-3,96,6
CCn1c(COc2ccc(Cl)cc2)nnc1SCc1ccc(C#N)cc1,-1.1,-13,0,-6,-6,-2,8,-4,94,-3
CC(=O)C1=C(C)NC(=O)NC1c1ccc2c(c1)OCO2 (stereo unspecified),0.7,1,4,1,-5,-7,7,-4,97,-6

# Compound profiles, as listed above.
# CC(=O)Nc1ccc(NC(=O)CN(c2ccc([N+](=O)[O-])cc2)S(=O)(=O)c2ccccc2)cc1 as listed: MC4R ag barr: -4.9; H9c2 protect: 14; MC4R antag cAMP: 9; N-glyco inh: -1; CaV13 FRET inh: 1; Exocytosis inh: -8; PDI inh: 1; HTR2A ag: -17; ABCB6 inh 2: 92; ABHD5-PLIN5 inh: -3
# O=C(NCc1ccc2c(c1)OCO2)c1ccc2c(c1)OCO2 as listed: MC4R ag barr: -1.1; H9c2 protect: 11; MC4R antag cAMP: 7; N-glyco inh: -1; CaV13 FRET inh: -4; Exocytosis inh: -2; PDI inh: -7; HTR2A ag: 2; ABCB6 inh 2: 99; ABHD5-PLIN5 inh: -2

# Next results follow:
SMILES,MC4R ag barr,H9c2 protect,MC4R antag cAMP,N-glyco inh,CaV13 FRET inh,Exocytosis inh,PDI inh,HTR2A ag,ABCB6 inh 2,ABHD5-PLIN5 inh
Cn1c(=O)n(C)c2cc(NS(C)(=O)=O)ccc21,-0.5,7,0,4,-2,0,0,0,91,5
CCN(CC)S(=O)(=O)c1cccc(NC(=O)COC(=O)CNC(=O)c2cccc(F)c2)c1,-0.1,0,9,1,-17,2,2,-4,99,-5
CSCC[C@H](NC(=O)[C@@H]1Cc2ccccc2CN1)C(=O)NC1CCCCC1,2.0,3,6,-2,-2,13,4,-1,93,-11
COc1ccc(C2c3ccc(O)cc3Oc3ncn(CCCO)c(=N)c32)cc1 (stereo unspecified),0.5,9,5,4,-5,0,44*,-9,96,5
Cc1cc(C)c(OCC(=O)N/N=C/c2ccc3c(c2)OCO3)c(C)c1,1.3,-10,-5,13,-8,2,-18,2,103,-2
Cc1nn(-c2ccccc2)nc1C(=O)Nc1cccc(C(=O)NC2CC2)c1,0.6,61*,12,-1,-4,-1,-2,5,85,-3
O=C(c1c[nH]c2ccccc12)C(Cl)c1ccccc1 (stereo unspecified),-0.6,-2,16,-6,-20,-25,7,-2,100,0
Cc1ccc2occ(/C=C/C(=O)O)c(=O)c2c1,-0.9,15,2,4,/,4,3,-1,102,-14
CC(=O)Nc1cc2c(c([N+](=O)[O-])c1C)C(C)(C)CC2(C)C,-1.7,-2,5,2,-6,2,-6,-4,92,13
CN(C(=O)c1cccc(NC(=O)Cc2ccc(NC(=O)C3CCN(C(=O)C4CC4)CC3)cc2)c1)C1CCC1,-0.7,-7,13,2,-7,-1,-3,-3,89,-2
Cc1cc(=O)oc2c(C)c(OCC(=O)NCCN3CCOCC3)ccc12,-3.2,3,-3,-1,-5,-1,-2,3,90,-5
CC1=C(C(=O)N2CCCCCC2)CC(CC(=O)NCCN2CCOCC2)C(=O)N1Cc1ccc(F)cc1 (stereo unspecified),/,/,/,/,-12,-8,/,3,101,-3
CC1CCN(C(=O)c2[nH]cnc2C(=O)Nc2nccs2)CC1,0.0,4,10,3,-10,0,9,-2,95,-6
O=C(Cc1ccccc1)Nc1ccccc1C(=O)N1CCCCCC1,2.0,1,25,-1,-17,-9,-2,2,106,0
COc1ccc(-c2cn(-c3ccc(C)cc3)c(=O)n2CC(=O)Nc2ccc(OC)cc2OC)cc1,0.2,13,12,1,-5,-1,-1,-4,101,0
CCCn1c2ccccc2c2cnn(CC(=O)NCCCN3CCCCC3)c(=O)c21,3.3,10,1,-3,-2,-4,-1,0,91,9
COc1cccc(NC(=O)CSc2nnc(-c3cccnc3)o2)c1,0.6,-6,1,1,-1,-7,-4,15*,97,9
CCOc1ccc(CCNC(=O)Cc2nn[nH]n2)cc1OCC,1.3,-5,3,-1,/,0,7,2,89,7
COc1cccc(C2c3c(C)nn(-c4ccc([N+](=O)[O-])cc4)c3N=C3C(=O)Nc4ccccc4N32)c1 (stereo unspecified),-2.4,56*,-7,-10,-3,-2,-3,1,115,-8
COc1cc(/C=N/N2CCOCC2)ccc1OC(=O)c1ccco1,-3.8,0,3,2,2,-14,-6,0,102,-12
[N-]=[N+]=CC(=O)C(c1ccccc1)(c1ccccc1)c1ccccc1,-2.6,4,1,1,-21,-3,-2,7,103,-10
C=CCn1c(C23CC4CC(CC(C4)C2)C3)n[nH]c1=S,-1.1,-9,1,-2,-13,1,5,2,98,-1
Cc1ccc(C)c(-n2c(SCC(=O)Nc3nnc(C)s3)nnc2-c2ccoc2C)c1,-0.6,16,1,-6,-4,0,2,7,97,9
O=C(COc1ccccc1)Nc1nc(-c2ccncc2)cs1,0.0,-2,3,-3,/,-4,13,7,100,5
COc1ccc2c(c1)-c1nc(NC(=O)c3cccs3)sc1CC2,-0.4,20,2,2,/,-5,0,-6,98,3
CC(C)CC(=O)NCCc1ccncc1,0.7,-2,-1,2,-4,1,1,1,96,1
Cc1ccc(S(=O)(=O)NNC(=S)NCCc2ccccc2)cc1,-1.6,0,-2,1,-2,3,-1,-5,98,4
O=C1c2cccc3cccc(c23)C(=O)N1CCN1CCN(CC(O)COc2ccccc2)CC1 (stereo unspecified),0.9,14,5,2,-2,1,-1,-4,109,-3
CCN(CC)C(=O)N1CCC(NC(=O)c2ccccc2)CC1,-1.5,-4,-5,1,-3,-4,-4,-4,98,-2
Cc1ccccc1Cn1cnc2c(nnn2Cc2ccc(F)cc2)c1=O,0.0,0,3,-2,-3,6,-7,-2,98,-6
Cc1occc1C(=O)N/N=C/C1=C(N2CCOCC2)C(=C\c2ccc(Cl)cc2Cl)/CC1,-0.3,2,-3,0,7,-6,-16,4,100,6
